# Bioassay records as filed in PubChem BioAssay.
# XIAP displacement: XIAP antagonists, biochemical, IAP family, fluorescence polarization (AID 1018); actives 0.007% (n = 200,000); XIAP BIR domain, fluorescence polarization peptide displacement; higher % means a stronger effect; one-dose displacement, % at 20 µM; IC50 in µM for titrated hits; in the data active means displacement above about 50%; further: a part of the inactive calls stands beside numbers as strong as those of hits
# Dengue-2 NS5 capping: flavivirus cap methylation enzyme inhibition – biochemical, confirmation dose response, primary screen (AID 588689); Dengue-2 NS5 methyltransferase capping enzyme assay, biochemical; higher % means a stronger effect; inhibition, % at 25 µM; hits with a dose series show IC50 in µM; actives 0.3% (n = 340,000); in the data active means a potency from the dose series
# Lipid droplet: hepatic lipid droplet formation modulation. AID 1656. inhibition, % at 6.5 µM. AML12 mouse hepatocytes, oleate lipid droplets, BODIPY imaging. actives 0.4% (n = 240,000);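 active means lipid droplet intensity inhibited by at least 50%, with more than 500 cells counted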
#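 Assay system: AML12 mouse liver cells | Compound dosing: One dose, 6.5 µM compound | Read-out basis: Droplet intensity reduction, % inhibition | Measured by: Fluorescence imaging, 20x objective, two fields per well | Schedule: Overnight treatment with compound plus oleate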
# AID2073: inhibitors of Mint1-CaV2.2 protein interaction, biochemical, HTRF (AID 2073). inhibition, % at 20 µM; hits with a dose series show IC50 in µM. actives 0.19% (n = 290,000). HTRF protein-protein interaction, Mint1-CaV2.2; higher % means a stronger effect; in the data active means inhibition mostly above about 51%, no sharp cut-off; further: some results filed as inactive read as strong as hits
# Myeloid diff MLP: myeloid differentiation induction. calls only at 10 µM. ER-HoxA9 myeloid progenitors, lysozyme-GFP differentiation, flow cytometry. actives 1% (n = 360,000);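 active means normalized GFP-positive differentiation at or above the plate's own cutoff, the solvent-only control mean plus 3 SD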;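 further: cells exposed to compound for four days before flow analysis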
# SIAH1 antagonists: blockers of Siah-1 interaction with plectin peptide – biochemical, fluorescence polarization, rhodamine-plectin, uHTS, primary screen (AID 1817); Siah-1 / rhodamine-plectin peptide fluorescence polarization; higher % means a stronger effect; one-dose displacement, % at 20 µM; IC50 in µM for titrated hits; actives 0.02% (n = 290,000);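 active means displacement of at least 50% at 20 µM, with a fluorescence ratio check between 0.3 and a set limit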;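 further: plate controls were Siah plus tracer with DMSO for no effect and tracer alone without Siah for full effect; strong numbers were not always called active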
# HEK293 NOD2/NF-kB: inhibition of NOD2-driven NF-kB reporter – cell-based, luminescence, uHTS, HEK293 (AID 1566); inhibition, % at 4 µM, or EC50 in µM where a hit was titrated; actives 0.63% (n = 290,000); HEK293 NOD2/NF-kB luciferase reporter, luminescence; higher % means a stronger effect; further: many of its hits are not listed in these tables
# LYP inhibition: inhibitors of LYP phosphatase, biochemical, fluorescence intensity, uHTS (AID 1779) | recombinant LYP phosphatase, fluorescence intensity; higher % means a stronger effect | one-dose inhibition, % at 11.5 µM; IC50 in µM for titrated hits | actives 0.054% (n = 290,000);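 further: plate controls were vehicle with enzyme for no effect and no enzyme for full effect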
# HIV fusion peptide: cell-free HIV fusion peptide-binding blockers – biochemical, uHTS, fluorescence dequenching, primary screen (AID 1986); actives 0.3% (n = 290,000); cell-free peptide binding, fluorescence dequenching, 30 min; higher % means a stronger effect; inhibition, % at 20 µM, or IC50 in µM where a hit was titrated; in the data active means inhibition mostly above about 52%, no sharp cut-off; inactive means mostly below about 76%; further: some results filed as inactive read as strong as hits
# Lipid droplet cells 6.5 µM: also measured in Lipid droplet; calls as there; cell count; measured here: cell count, cytotoxicity flag;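 cells counted across two imaged fields per well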
# Dengue-2 NS5 capping pilot replicate: recorded beside Dengue-2 NS5 capping, whose call it bears; inhibition, %; measured here: pilot screen replicate inhibition
# Myeloid diff MLP GFP+ MAC1+ %: also measured in Myeloid diff MLP; calls as there; GFP+ MAC1+ double positive, %; measured here: differentiation confirmed by MAC1 staining
# * marks the source's active call; other numbers are inactive results; i = inactive; . = not tested or not shown. Unless noted, no stated cut-off is given here; in the data, active means inhibition above about 50%; inactive means the rest. This is a subset; rates above refer to the full screens.
SMILES,XIAP displacement,Dengue-2 NS5 capping,Lipid droplet,Lipid droplet cells 6.5 µM,AID2073,Myeloid diff MLP,Myeloid diff MLP GFP+ MAC1+ %,SIAH1 antagonists,HEK293 NOD2/NF-kB,LYP inhibition,HIV fusion peptide,others
Cc1nn(C)c(C)c1/C=N/NC(=O)CCn1nc(C)c([N+](=O)[O-])c1C,-0.2%,6%,2,531,5%,i,0.7,-4%,-3%,-7%,-0.8%,
CCOC(=O)CC1=NN(c2ccccc2)C(=O)C1,-3.9%,2%,12,684,0%,i,0.3,-2%,8%,-2%,3.2%,
Cc1cc(C)c(S(=O)(=O)Nc2ccc(N(C)C)cc2)c(C)c1-n1cnnn1,.,-12%,7,826,-15%,i,0.8,7%,6%,0%,-1.3%,
CCCCCC(=O)Nc1ccccc1N1CCN(c2ccccc2)CC1,-2.5%,1%,-22,779,-7%,i,9.2,-7%,-26%,6%,-0.6%,
CCOc1ccc2nc(C(=O)N3CCCC(C)C3)sc2c1 (configuration not stated),-5.4%,-1%,-10,653,6%,i,0.5,-5%,-133%,-3%,0.6%,
COc1ccc(OC)c(N/C(=N/c2nc(C)cc(C)n2)NC(C)=O)c1,.,-6%,-1,706,-6%,i,0.1,-4%,22%,-5%,-2.3%,
O=C(COC(=O)Cc1ccc(Br)cc1)NCC1CCCCC1,-7.8%,1%,24,673,-3%,i,0.5,0%,9%,3%,0.9%,
O=C(COC(=O)c1ccccc1NC(=O)c1ccco1)NC1CCCCC1,-4.4%,3%,-3,750,0%,i,1.3,3%,-8%,-3%,2.9%,
CCCC(=O)Nc1ccc2oc(-c3ccncc3)nc2c1,0.7%,1%,.,.,37%,i,2.0,1%,-18%,-8%,3.7%,
COc1ccc(OC)c2c(N3CCN(C)CC3)cc(C(F)(F)F)nc12,-3.9%,-2%,.,.,20%,i,0.3,-3%,11%,-10%,-2.8%,
O=C(N/N=C/c1ccccn1)c1cccc(S(=O)(=O)N2CCCC2)c1,.,0%,-19,700,-5%,i,0.2,0%,12%,-5%,0.2%,
Cc1c(NC(=O)C(C)OC(=O)c2cccs2)c(=O)n(-c2ccccc2)n1C (configuration not stated),-1.3%,2%,3,661,6%,i,0.3,4%,2%,-8%,1.0%,
Cn1nc(C(=O)NCc2ccc(F)cc2)c2c1-c1ccccc1S(=O)(=O)C2,.,2%,-1,724,13%,i,6.0,5%,18%,-9%,-1.7%,
Cc1ccccc1NCC(=O)c1ccc(Br)cc1,-2.5%,-15%,-3,713,8%,i,7.1,2%,2%,-3%,-1.4%,
CCSC1=C(C#N)C(=O)n2c1cc1c2CCCC1,-4.3%,21%,-1,679,-4%,i,1.9,-3%,18%,3%,9.1%,
O=C(c1cccc(S(=O)(=O)N2CCCC2)c1)N1CCN(c2ccccc2F)CC1,12%,2%,2,747,-1%,i,6.8,2%,7%,-6%,1.4%,
OC(COc1ccc(C2C=CCC2)cc1)CN1CCCCC1 (configuration not stated),-2.2%,-7%,.,.,-12%,i,1.1,11%,-21%,-10%,-0.2%,
CCCC(=O)N1CCCC(C(=O)c2ccc(OC)c(OC)c2)C1 (configuration not stated),.,-1%,-1,806,2%,i,0.5,3%,5%,-7%,-0.1%,Dengue-2 NS5 capping pilot replicate=1.5
O=C(c1ccco1)N1CCN(CCOc2ccc(F)cc2)CC1,.,-3%,-6,857,20%,i,1.1,4%,-7%,-2%,1.3%,
NS(=O)(=O)c1cc(C(=O)OCC(=O)N2CCOCC2)ccc1Cl,.,-2%,10,827,6%,i,5.7,7%,-8%,-4%,0.6%,
N#Cc1nc(-c2ccc(OCc3ccc(Cl)cc3)cc2)oc1NCCCn1ccnc1,-20%,-3%,.,.,8%,i,0.6,-4%,24%,-8%,-4.3%,
c1ccc(-c2nc3ccccc3o2)nc1,-3.7%,-11%,.,.,0%,i,0.9,8%,-43%,-5%,0.7%,
O=C(NC(=S)NC1CCCCCCCCCCC1)c1cccnc1,-5.9%,-1%,.,.,-3%,i,0.7,-6%,7%,-8%,9.2%,
CC(C)C1C(c2ccccc2)N(C)C(c2ccccc2)CC1(O)c1ccccc1 (configuration not stated),-2.3%,-2%,16,747,0%,i,3.2,1%,9%,-4%,1.7%,
Cc1ccnc(NC(=O)Cn2c(=O)oc3ccccc32)c1,.,-1%,14,845,13%,i,0.0,2%,-22%,-9%,0.0%,
COc1ccc(CNCCC(c2ccc(OC(C)C)cc2)c2ccccc2OC)cc1 (configuration not stated),.,0%,2,819,1%,i,0.4,-1%,-1%,-4%,-1.7%,
COc1ccccc1NC1=NCC(=O)N1Cc1ccccc1,-4.2%,5%,.,.,-1%,i,0.6,5%,12%,1%,-0.8%,
COc1cccc(-n2c(C)nc3cc(C(=O)O)ccc32)c1,-19%,-6%,-3,775,22%,i,0.4,3%,-10%,-5%,-0.8%,
C=CCOC(=O)C1=C(C)NC(=O)NC1c1ccc(OC(=O)c2ccco2)c(OC)c1 (configuration not stated),-4.8%,-10%,-5,744,2%,.,.,2%,12%,-7%,3.3%,
CCCC(CCC)C(=O)NC1CCN(Cc2ccccc2)CC1,3.8%,-3%,0,690,4%,i,0.1,1%,10%,-12%,1.1%,
O=C(NCC(c1ccc(F)cc1)N1CCOCC1)c1cc(F)c(F)c(F)c1F (configuration not stated),-11%,-6%,-10,677,-5%,i,0.2,-4%,17%,-2%,-1.2%,
CC(C)N1C(=O)C2ON(c3ccccc3)C(c3cccs3)C2C1=O (configuration not stated),-1.4%,-5%,3,800,4%,i,0.5,-2%,12%,-13%,-1.0%,
COc1ccc(-n2c(/C=C(\C)O)nc(=O)c3c(C)cc(C)nc32)cc1,-5.7%,-6%,12,754,10%,i,12,2%,2%,6%,-1.3%,
CCCn1nc(NC(=O)c2ccccn2)c2cc3cc(C)ccc3nc21,-5.8%,1%,-1,733,9%,i,0.3,0%,-18%,-7%,-0.7%,Dengue-2 NS5 capping pilot replicate=-4.6
CCN1CCCC1CNC(=O)C1c2cc(OC)c(OC)cc2C(=O)N(C)C1c1cccnc1 (configuration not stated),-3.5%,-2%,.,.,-7%,i,0.9,0%,6%,-5%,0.9%,
CCC(=O)n1nc(-c2cccnc2)nc1NCc1ccccc1,-3.6%,0%,-8,730,15%,i,0.6,9%,10%,-4%,-1.6%,
COc1ccccc1CNC(=O)C1CCN(S(=O)(=O)c2ccc3c(c2)OCCCO3)CC1,-7.5%,-23%,-3,696,6%,i,0.5,3%,0%,-5%,-2.4%,
O=C1CCCC(=O)N1c1ccc(N2CCOCC2)c([N+](=O)[O-])c1,-5.0%,-22%,6,672,1%,i,0.2,3%,18%,-2%,-0.5%,
O=C(Nc1nnc(S(=O)(=O)N2CCCCCC2)s1)c1cccc(Br)c1,.,0%,0,728,20%,i,5.8,3%,23%,2%,8.9%,
CCC(OC(=O)c1nsc(Cl)c1Cl)C(=O)NCc1ccco1 (configuration not stated),-9.2%,-3%,-9,735,-12%,i,0.2,-6%,1%,-7%,-3.2%,
CCN(CC)C(=O)c1ccc2c3c(cccc13)C(=O)N(CCc1ccc(OC)c(OC)c1)C2=O,-6.9%,-6%,-2,629,6%,i,1.1,8%,30%,-4%,1.6%,
O=C(Nc1ccc2ccccc2c1)N1CCCN(CCOc2ccccc2)CC1,.,-7%,1,701,1%,i,0.8,0%,13%,-7%,0.4%,
CCOc1ccc(Nc2oc(-c3ccc(Cl)cc3)nc2C#N)cc1,-2.2%,1%,.,.,3%,i,0.7,0%,-25%,-4%,0.2%,
CCCCCC(=O)Nc1ccc(N2CCN(CC)CC2)c(Cl)c1,-5.8%,-3%,0,742,7%,i,0.5,4%,-21%,-1%,1.2%,
C=C1CCC2C(C)(C)[C@@H](O)CC[C@@]2(C)[C@@H]1COc1ccc2ccc(=O)oc2c1 (some centres not stated),.,-6%,2,765,8%,i,0.3,-5%,-28%,1%,-2.7%,
O=C1C(Cc2ccc(O)cc2)NC(=S)N1Cc1ccccc1 (configuration not stated),.,2%,12,746,-8%,i,0.9,7%,7%,-4%,0.8%,
O=c1c2ccccc2nc(-c2ccco2)n1CCCn1ccnc1,-3.2%,-1%,.,.,3%,i,3.7,-4%,-8%,6%,3.5%,
COc1ccc2c(c1)CCC(C)N2S(=O)(=O)c1ccc(C2CNC(=O)C2)cc1 (configuration not stated),-5.1%,-2%,9,705,18%,.,.,-2%,-14%,-7%,-0.6%,
CCOc1[nH]n(-c2ccc(Cl)cc2)c(=O)c1C=NCc1cccnc1,-8.9%,5%,0,712,0%,i,0.2,-2%,-4%,2%,-0.3%,
Cc1c(Cl)cccc1NC(=O)NCCCN1CCCC1=O,.,2%,-21,665,7%,i,1.3,-2%,-1%,2%,1.9%,
COc1cccc(OC)c1C(=O)Nc1ccnn1C,.,-4%,-6,707,7%,i,0.5,-2%,-2%,-2%,0.2%,

# For reference, ten of the compounds above:
SMILES,XIAP displacement,Dengue-2 NS5 capping,Lipid droplet,Lipid droplet cells 6.5 µM,AID2073,Myeloid diff MLP,Myeloid diff MLP GFP+ MAC1+ %,SIAH1 antagonists,HEK293 NOD2/NF-kB,LYP inhibition,HIV fusion peptide,others
O=C(Nc1nnc(S(=O)(=O)N2CCCCCC2)s1)c1cccc(Br)c1,.,0%,0,728,20%,i,5.8,3%,23%,2%,8.9%,
CCC(OC(=O)c1nsc(Cl)c1Cl)C(=O)NCc1ccco1 (configuration not stated),-9.2%,-3%,-9,735,-12%,i,0.2,-6%,1%,-7%,-3.2%,
CCN(CC)C(=O)c1ccc2c3c(cccc13)C(=O)N(CCc1ccc(OC)c(OC)c1)C2=O,-6.9%,-6%,-2,629,6%,i,1.1,8%,30%,-4%,1.6%,
O=C(Nc1ccc2ccccc2c1)N1CCCN(CCOc2ccccc2)CC1,.,-7%,1,701,1%,i,0.8,0%,13%,-7%,0.4%,
CCOc1ccc(Nc2oc(-c3ccc(Cl)cc3)nc2C#N)cc1,-2.2%,1%,.,.,3%,i,0.7,0%,-25%,-4%,0.2%,
CCCCCC(=O)Nc1ccc(N2CCN(CC)CC2)c(Cl)c1,-5.8%,-3%,0,742,7%,i,0.5,4%,-21%,-1%,1.2%,
C=C1CCC2C(C)(C)[C@@H](O)CC[C@@]2(C)[C@@H]1COc1ccc2ccc(=O)oc2c1 (some centres not stated),.,-6%,2,765,8%,i,0.3,-5%,-28%,1%,-2.7%,
O=C1C(Cc2ccc(O)cc2)NC(=S)N1Cc1ccccc1 (configuration not stated),.,2%,12,746,-8%,i,0.9,7%,7%,-4%,0.8%,
O=c1c2ccccc2nc(-c2ccco2)n1CCCn1ccnc1,-3.2%,-1%,.,.,3%,i,3.7,-4%,-8%,6%,3.5%,
COc1ccc2c(c1)CCC(C)N2S(=O)(=O)c1ccc(C2CNC(=O)C2)cc1 (configuration not stated),-5.1%,-2%,9,705,18%,.,.,-2%,-14%,-7%,-0.6%,
